Bioassay records as filed in PubChem BioAssay.
PAFAH1B3 FP inh – inhibitors of human PAFAH1B3; Q15102; recombinant PAFAH1B3, FP-rhodamine probe, fluorescence polarization; inhibition, % at 3.39 µM; hit rate 0.28% among 340,000; AID 492972;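 active = inhibition above the screen-wide average of all tested compounds plus 3 SD, cut at about 25% in these data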;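 also: 0% = enzyme with DMSO only and 100% = wells lacking PAFAH1B3 protein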
PREPL inh – inhibitors of human prolyl oligopeptidase-like enzyme PREPL; hit rate 0.68% among 320,000; inhibition, % at 5.96 µM; AID 2751; Q4J6C6; recombinant PREPL, fluorescence polarization activity-based probe; in the data active = inhibition above about 43%;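 also: 0% = enzyme with DMSO and 100% = wells lacking enzyme; many of its hits are not listed in these tables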
pPAFAH FP inh – inhibitors of human plasma PAF acetylhydrolase (pPAFAH). Q13093. recombinant pPAFAH, FP-rhodamine probe fluorescence polarization. inhibition, % at 3.39 µM. hit rate 1.5% among 330,000;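 active = inhibition above the mean inhibition across the screen plus 3 SD, cut at about 25% in these data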;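 also: inhibitors block binding of the rhodamine activity-based probe so polarization drops; 0% = enzyme with DMSO and 100% = wells lacking pPAFAH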
Target sequence (Q13093 whole entry, looked up): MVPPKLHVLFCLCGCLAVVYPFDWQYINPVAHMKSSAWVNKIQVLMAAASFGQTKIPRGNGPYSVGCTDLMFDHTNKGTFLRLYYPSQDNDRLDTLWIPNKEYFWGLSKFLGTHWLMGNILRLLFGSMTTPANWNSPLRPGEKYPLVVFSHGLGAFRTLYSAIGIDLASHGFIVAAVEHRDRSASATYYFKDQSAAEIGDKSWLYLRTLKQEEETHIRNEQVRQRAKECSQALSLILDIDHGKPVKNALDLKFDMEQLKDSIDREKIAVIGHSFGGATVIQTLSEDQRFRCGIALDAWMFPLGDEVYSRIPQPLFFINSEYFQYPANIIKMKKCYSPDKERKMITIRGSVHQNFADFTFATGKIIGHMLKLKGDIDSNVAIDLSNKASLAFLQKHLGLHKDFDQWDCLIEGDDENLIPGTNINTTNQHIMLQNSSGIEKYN
EBNA-1 inh – blocks EBNA-1 binding to DNA | EBNA-1 DNA binding, fluorescence polarization | inhibition, % at 14.8 µM | hit rate 0.34% among 300,000; in the data active = inhibition above about 28%
LYPLA2 inh – counter-screen for PME1 inhibitors: inhibitors of human LYPLA2 | recombinant LYPLA2, FP-Rh probe fluorescence polarization | inhibition, % at 5.9 µM | hit rate 0.38% among 320,000 | AID 2177;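 active = inhibition above the screen-wide mean plus 3 SD, limit set per campaign, cut at about 26% in these data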;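 also: 0% = LYPLA2 with DMSO and 100% = wells lacking LYPLA2 enzyme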
Target sequence (O95372 whole entry, looked up): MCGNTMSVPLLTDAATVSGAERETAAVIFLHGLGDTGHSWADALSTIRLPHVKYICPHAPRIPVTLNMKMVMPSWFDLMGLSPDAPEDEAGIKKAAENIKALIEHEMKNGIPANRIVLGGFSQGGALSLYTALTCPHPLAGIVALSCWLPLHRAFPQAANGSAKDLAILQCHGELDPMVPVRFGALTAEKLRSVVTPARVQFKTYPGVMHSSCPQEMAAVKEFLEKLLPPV
ZTA DNA inh – blocks Epstein-Barr virus ZTA, an EBNA-1 counter-screen; hit rate 0.15% among 320,000; AID 2234; inhibition, % at 11 µM; P03206; ZTA-DNA binding, fluorescence polarization; in the data active = inhibition above about 33%
PAFAH2 inh – inhibitors of human PAFAH2; Q99487; recombinant PAFAH2, FP-rhodamine activity probe, fluorescence polarization; inhibition, % at 3.39 µM; hit rate 0.99% among 340,000;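 active = inhibition above the mean over all tested compounds plus 3 SD, cut at about 30% in these data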;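 also: inhibitors block probe labeling of enzyme so polarization drops; 0% = enzyme with DMSO and 100% = wells lacking PAFAH2 protein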
PAFAH1B2 inh – blocks human PAF acetylhydrolase 1b catalytic subunit 2; recombinant PAFAH1B2, FP-rhodamine activity probe, fluorescence polarization; inhibition, % at 3.39 µM; hit rate 1.2% among 340,000;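 active = inhibition above the mean of all tested compounds plus 3 SD, cut at about 24% in these data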;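 also: 0% = enzyme with DMSO and 100% = wells lacking PAFAH1B2; many of its hits are not listed in these tables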
LYPLA1 inh – LYPLA1 (human) inhibition in PME1 counter-screen | hit rate 0.16% among 320,000 | recombinant LYPLA1, FP-Rh probe fluorescence polarization | inhibition, % at 5.9 µM | AID 2174;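 active = inhibition above the mean of all tested compounds plus 3 SD, set per campaign, cut at about 14% in these data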;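 also: inhibitors block serine hydrolase probe labeling of LYPLA1 so polarization falls; 0% = enzyme with DMSO and 100% = wells lacking LYPLA1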
Target sequence (O75608 whole entry, looked up): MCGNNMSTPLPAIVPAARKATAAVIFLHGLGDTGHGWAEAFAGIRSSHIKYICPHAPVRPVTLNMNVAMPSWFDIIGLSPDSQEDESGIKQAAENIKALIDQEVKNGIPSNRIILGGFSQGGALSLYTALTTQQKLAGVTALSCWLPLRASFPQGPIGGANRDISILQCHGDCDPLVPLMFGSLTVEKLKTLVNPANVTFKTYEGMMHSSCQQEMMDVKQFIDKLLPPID
An asterisk follows results filed as active; · = no result given. Only part of the results is shown; the hit share may differ from the screen's.

SMILES	PAFAH1B3 FP inh	PREPL inh	pPAFAH FP inh	EBNA-1 inh	LYPLA2 inh	ZTA DNA inh	PAFAH2 inh	PAFAH1B2 inh	LYPLA1 inh
CN(C(=O)C1CCC(=O)N(Cc2cccc(F)c2)C1)C1CCCCC1 (configuration not stated)	4	7	-1	-8	-10	-1	-3	4	2
COc1ccc(Cl)cc1NC(=O)c1ccco1	0	-1	1	10	-7	10	2	3	-2
CCOC(=O)c1[nH]cnc1C(=O)Nc1ccc(Cl)cc1	5	-1	10	7	-5	16	1	6	-2
COCc1ccc(C(=O)N2CCCC(C(=O)c3cc(F)ccc3F)C2)s1 (configuration not stated)	5	26	5	10	11	3	8	4	-1
Cc1cc(/C=C2\C(=N)N3N=C(c4ccco4)SC3=NC2=O)c(C)n1Cc1ccccc1	13	7	36*	-5	-13	7	16	36*	-13
Cc1noc(C)c1NC(=O)Nc1ccc2c(c1)C(=O)N([C@H](C)CO)C[C@H](C)[C@@H](CN(C)C(=O)NC(C)C)O2	7	15	0	·	·	·	3	4	·
Cc1ccc(C(=O)COC(=O)C2CCC2)cc1	4	8	11	-2	0	8	3	7	0
Clc1ccccc1Sc1ccc(-c2ccccn2)s1	·	-7	8	-7	-14	-3	·	·	-1
COc1cc(/C=C/C(=O)OCC(=O)N(C)Cc2ccccc2)ccc1O	1	1	5	·	8	9	33*	3	0
O=C(COC(=O)CCCSc1nc2ccccc2[nH]1)Nc1cccc(F)c1	-3	-4	6	6	11	-27	1	-1	-3
O=C(c1cccnc1)C1CCCN(Cc2nc(Cc3ccccc3)no2)C1 (configuration not stated)	2	8	7	1	10	10	4	-1	-2
CCOc1ccc2c(c1)c(=O)c(S(=O)(=O)c1ccc(CC)cc1)cn2C	1	-14	-3	3	-3	-7	6	-5	-5
Cc1cc(C)cc(N2CCCn3c2nc2c3c(=O)n(CCN3CCOCC3)c(=O)n2C)c1	0	29	2	3	2	-21	0	0	5
Cc1ccc(-c2nnn(CC(=O)N(Cc3ccc(F)cc3)C(C(=O)NC3CCCC3)c3ccncc3)n2)o1 (configuration not stated)	7	1	-5	-10	-10	11	4	4	-2
CC(C)(C)OC(=O)N1CC(O)CC1C(=O)OCC(=O)c1ccccc1 (configuration not stated)	10	11	0	5	0	-5	10	3	4
O=C(Nc1ccccc1C(=O)NC(Cc1c[nH]c2ccccc12)C(=O)O)c1ccco1 (configuration not stated)	-2	5	2	0	-1	11	-1	17	-3
Cc1nc2ccccc2c(=O)n1NC(=O)/C=C/c1ccccc1Cl	8	-13	2	-1	13	14	1	-1	-2
CC1CC2=C(C(=O)O1)C(C)Nc1ccccc1N2 (configuration not stated)	2	-9	-6	-10	-2	0	-8	0	0
O=C(C[C@H]1C/C=C\C[C@@H](Cc2ccc(F)cc2)C(=O)OC[C@H]2CCCN2C1=O)NCCO	6	47*	-1	·	·	·	4	10	·
COc1ccnc2c1c(=O)n(Cc1ccc(F)cc1)c(=O)n2C	0	-13	0	8	4	2	-8	4	6

Shown with two lines to a compound: four of the compounds above.
Fields: PAFAH1B3 FP inh | PREPL inh | pPAFAH FP inh | EBNA-1 inh | LYPLA2 inh | ZTA DNA inh | PAFAH2 inh | PAFAH1B2 inh | LYPLA1 inh
> O=C(Nc1ccccc1C(=O)NC(Cc1c[nH]c2ccccc12)C(=O)O)c1ccco1 (configuration not stated)
 : -2 | 5 | 2 | 0 | -1 | 11 | -1 | 17 | -3
> Cc1nc2ccccc2c(=O)n1NC(=O)/C=C/c1ccccc1Cl
 : 8 | -13 | 2 | -1 | 13 | 14 | 1 | -1 | -2
> CC1CC2=C(C(=O)O1)C(C)Nc1ccccc1N2 (configuration not stated)
 : 2 | -9 | -6 | -10 | -2 | 0 | -8 | 0 | 0
> O=C(C[C@H]1C/C=C\C[C@@H](Cc2ccc(F)cc2)C(=O)OC[C@H]2CCCN2C1=O)NCCO
 : 6 | 47* | -1 | · | · | · | 4 | 10 | ·

(cont.)
SMILES	PAFAH1B3 FP inh	PREPL inh	pPAFAH FP inh	EBNA-1 inh	LYPLA2 inh	ZTA DNA inh	PAFAH2 inh	PAFAH1B2 inh	LYPLA1 inh
CC(NC(=O)c1ccco1)C(=O)OCc1cccc(C(F)(F)F)c1 (configuration not stated)	3	5	1	·	·	·	3	6	·
CC(C)(C)NC(=O)CN(Cc1cccs1)C(=O)c1csnn1	1	-2	2	8	5	-9	9	1	2
Cc1c(C(=O)OCCOC(C)C)[nH]c2c1C(=O)CC(c1ccco1)C2 (configuration not stated)	4	3	12	-12	3	-9	-4	8	3
CN(Cc1ccc(CNC[C@H]2O[C@@H](n3cnc4c(N)ncnc43)[C@H](O)[C@@H]2O)o1)S(C)(=O)=O	0	19	0	·	·	·	8	5	·
Nn1c(SCC(=O)Nc2ccc(N3CCOCC3)cc2)nnc1C1CC1	7	9	3	·	·	·	3	6	·
C[C@@H]1COC(=O)[C@@H](CC(=O)OC(C)(C)C)C/C=C\C[C@@H](CC(=O)N[C@@H](CO)Cc2ccccc2)C(=O)N1	11	-2	-1	·	·	·	-8	-2	·
O=C1/C(=C/c2cccnc2)SC(=S)N1C1CCS(=O)(=O)C1 (configuration not stated)	2	-37	-16	-8	-9	-12	-3	2	2
Cc1[nH]n(-c2ccccc2)c(=O)c1C=Nc1cccc2cccnc12	6	20	12	-1	0	-29	2	1	0
CSc1ccccc1NC(=O)CN(Cc1ccc(Cl)cc1)S(C)(=O)=O	12	-7	5	-4	-2	-11	-1	4	1
COc1ccc(N2CCN(C(C)=C3C(=O)c4ccccc4C3=O)CC2)cc1	-11	-3	4	2	-3	5	-4	-4	-1
Cc1c(NC(=O)COc2ccc3ccc(=O)oc3c2)c(=O)n(-c2ccccc2)n1C	0	8	-3	-11	-5	-5	8	-1	-4
CS(=O)(=O)N(Cc1ccccc1)c1ccc(C(=O)Nc2ccc(C(N)=O)cc2)cc1	8	1	0	-4	-1	-12	-20	-5	-4
Cc1nc(C)n(CC(=O)N2CCCC(C(=O)c3ccc(Cl)cc3C)C2)n1 (configuration not stated)	2	-1	7	-12	5	-13	-3	9	2
CC(C)c1ccc(N(C(=O)CNC(=O)c2ccco2)C(C(=O)NC2CCCC2)c2cccnc2)cc1 (configuration not stated)	8	0	4	10	-2	15	-7	2	-6
CCOc1cc2c(cc1OCC)C(c1ccc(F)cc1)NCC2 (configuration not stated)	2	13	2	2	6	-6	6	1	0
O=S(=O)(Cc1ccccc1)N1CCC(N2CCN(c3ccccc3)CC2)CC1	3	5	7	-5	5	-31	1	6	1
CCCCOc1ccc(/C=C/C(=O)OCC(=O)c2c(N)n(C)c(=O)n(C)c2=O)cc1OCC	1	9	-7	-8	-10	-11	-1	5	-6
CC1(c2ccccc2)NC(=O)N(N)C1=O (configuration not stated)	6	5	2	-3	3	5	6	5	2
O=C(COC(=O)c1ccccc1SCC(=O)N1CCCC1)NCc1ccccc1	2	12	-5	-10	2	-8	18	1	2
COc1ccc(NC(=O)CSc2nnc(-c3cccnc3)s2)cc1	11	-3	10	7	-1	-9	-8	-2	1

Complete entries, quoted from the list.
Cc1c(C(=O)OCCOC(C)C)[nH]c2c1C(=O)CC(c1ccco1)C2 (configuration not stated) across the screens: PAFAH1B3 FP inh = 4; PREPL inh = 3; pPAFAH FP inh = 12; EBNA-1 inh = -12; LYPLA2 inh = 3; ZTA DNA inh = -9; PAFAH2 inh = -4; PAFAH1B2 inh = 8; LYPLA1 inh = 3
O=S(=O)(Cc1ccccc1)N1CCC(N2CCN(c3ccccc3)CC2)CC1 across the screens: PAFAH1B3 FP inh = 3; PREPL inh = 5; pPAFAH FP inh = 7; EBNA-1 inh = -5; LYPLA2 inh = 5; ZTA DNA inh = -31; PAFAH2 inh = 1; PAFAH1B2 inh = 6; LYPLA1 inh = 1

(further entries)
SMILES	PAFAH1B3 FP inh	PREPL inh	pPAFAH FP inh	EBNA-1 inh	LYPLA2 inh	ZTA DNA inh	PAFAH2 inh	PAFAH1B2 inh	LYPLA1 inh
O=C(Nc1ccc(Cc2nc3ccccc3s2)cc1)c1ccncc1	3	41	7	-5	3	0	-5	-3	5
COc1ccc(S(=O)(=O)NCC2CCCN(C(=O)c3ccccc3)C2)cc1 (configuration not stated)	4	5	5	-7	4	4	1	2	2
Cc1ccc(-c2cc(C(=O)Nc3sc4c(c3C(=O)NCc3ccco3)CCC4)[nH]n2)c(O)c1	-6	9	-3	-8	-4	-2	-11	2	-5
CCN(Cc1ccccc1)C(=O)C1CCN(C(=O)Nc2ccccc2)CC1	10	14	0	2	-1	7	9	5	-1
O=C(CN1CCOCCOCCOCC1)Nc1ccccc1	-2	8	2	-3	9	-17	0	2	3
O=C(NCc1ccco1)C1CCN(C(=O)c2cc3sccc3n2Cc2ccc(F)cc2)CC1	8	33	-4	-2	-2	4	-1	2	-3
Cc1cccc(OCC(=O)Nc2ccc3c(c2)nc(CN2CCCCC2)n3C)c1	6	4	2	-8	7	-2	0	0	3
N#Cc1ccccc1OCC(=O)Nc1ccc2c(c1)OCCO2	4	-1	0	·	-4	-4	0	5	-2
Cc1ccc2nc(N3CCN(Cc4nnnn4C4CCCC4)CC3)c(C#N)cc2c1	-6	-4	2	10	1	26	-5	-5	-4
COc1ccc(C(=O)Nc2nc(C)cc(C)n2)cc1[N+](=O)[O-]	17	0	-1	-5	-3	-7	3	0	-1
O=C1CN(C(=O)c2ccccc2Cl)c2ccccc2N1	-5	-35	0	-1	-1	9	-1	3	-1
COc1ccc(Cn2nnnc2C(c2ccc(N(C)C)cc2)N2CCC(C)CC2)cc1 (configuration not stated)	7	5	0	-8	5	-9	-5	9	0
CC(C)c1ccc(C2/C(=C(/O)c3ccc(F)cc3)C(=O)C(=O)N2CCCN2CCOCC2)cc1 (configuration not stated)	-1	-10	6	1	-1	-14	-7	-1	-2
COc1ccc2[nH]c(=O)cc(C(=O)O)c2c1	14	3	8	-3	5	6	6	3	-1
O=C(Nc1cc([N+](=O)[O-])ccc1Cl)C1CC1	4	14	-3	-2	6	8	0	5	2
CC(NCC1(N2CCOCC2)CCCCC1)C(=O)Nc1ccc(Cl)cc1Cl (configuration not stated)	4	14	3	8	-2	17	3	0	0
Cc1nc(NCCc2ccc(O)cc2)c2nnn(Cc3ccccc3)c2n1	3	2	2	-2	-10	3	-3	-6	-5
CCN(c1ccccc1)S(=O)(=O)c1ccc(F)cc1	0	0	2	-3	3	1	4	8	-2
Cn1nc(C(=O)Nc2nnc(C3CC3)s2)c2ccccc2c1=O	2	-4	3	-6	-1	-15	13	6	-2
